Assay outcomes as filed in PubChem.
SENP8 block-1: human SENP8 protease inhibitors, primary screen, biochemical, fluorescence, Nedd8 protein substrate, uHTS; inhibition, % at 20 µM; recombinant SENP8; Sentrin-specific protease 8 (Homo sapiens), Q96LD8; actives 0.64% (n = 360,000); AID 602440, 2012; in the data active = inhibition mostly above about 40%, no sharp cut-off; inactive = mostly below about 27%
PfGluPho inh: PfG6PD enzyme inhibitors, primary screen, biochemical, fluorescence intensity, uHTS. glucose-6-phosphate dehydrogenase-6-phosphogluconolactonase (Plasmodium falciparum 3D7). PfGluPho enzyme, NADPH resazurin-diaphorase fluorescence. inhibition, % at 20 µM. actives 0.78% (n = 350,000). AID 504690, 2011;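 active = inhibition reaching at least a set limit at 20 µM in the primary screen, cut at about 59% in these data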;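 note: 0% = DMSO wells with substrate and 100% = DMSO wells lacking glucose-6-phosphate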
SENP8 block-2: SENP8 protease inhibitors, primary screen, biochemical, luminescence; Sentrin-specific protease 8 (Homo sapiens), Q96LD8; purified SENP8, Z-RLRGG-aminoluciferin cleavage; inhibition, % at 10 µM; actives 1.2% (n = 330,000); AID 2540, 2010; in the data active = inhibition above about 50%
SENP1 FRET inh: human SENP1 catalytic domain inhibitors, primary screen, biochemical, FRET, uHTS; recombinant SENP1 catalytic domain, CyPet-SUMO1-YPet FRET cleavage; inhibition, % at 10 µM; actives 0.21% (n = 360,000); AID 624204, 2012;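 active = inhibition at least 30% at 10 µM, raw YFP signal under a set limit, fluorescence ratio 0.5 to 1.5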;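 note: 0% = enzyme with DMSO and 100% = no enzyme wells; some results filed as inactive read as strong as hits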
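system = hSENP1 catalytic domain, recombinant | reagent = SFCypet-SUMO1-SFYpet substrate at 25 nM | doses = one dose per compound, 10 µM, 0.5% DMSO | incubation = enzyme reaction for 50 min at room temperature, dark | measured by = FRET, CFP and YFP emission | controls = no-enzyme low, enzyme-DMSO high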
SENP6 inh: SENP6 protease inhibitors, primary screen, biochemical, luminescence, uHTS; Sentrin-specific protease 6 (Homo sapiens), Q9GZR1; Recombinant SENP6 catalytic domain, aminoluciferin luminescence; inhibition, % at 10 µM; actives 1.8% (n = 330,000);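 active = inhibition above about 50% at the single tested dose, limit read from the data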;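 note: plate controls were DMSO wells with enzyme for no effect and DMSO wells lacking enzyme for full effect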
Target sequence (Q9GZR1 628-1112 limits assumed): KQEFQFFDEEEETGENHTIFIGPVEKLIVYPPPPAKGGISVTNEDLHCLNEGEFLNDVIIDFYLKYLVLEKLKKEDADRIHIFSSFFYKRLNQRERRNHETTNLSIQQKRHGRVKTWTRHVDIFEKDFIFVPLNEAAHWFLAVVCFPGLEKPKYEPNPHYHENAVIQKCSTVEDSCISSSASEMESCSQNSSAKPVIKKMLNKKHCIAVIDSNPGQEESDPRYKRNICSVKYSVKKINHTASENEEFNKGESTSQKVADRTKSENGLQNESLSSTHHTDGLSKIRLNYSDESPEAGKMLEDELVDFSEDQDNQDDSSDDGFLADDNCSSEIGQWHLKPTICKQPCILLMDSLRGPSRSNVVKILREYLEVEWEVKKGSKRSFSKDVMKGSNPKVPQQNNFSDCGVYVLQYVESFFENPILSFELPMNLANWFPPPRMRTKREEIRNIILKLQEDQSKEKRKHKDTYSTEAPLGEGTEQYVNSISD
UBC13 inh: UBC13 polyubiquitin chain formation inhibitors, primary screen, biochemical, TR-FRET, uHTS; inhibition, % at 20 µM; Ubiquitin-conjugating enzyme E2 N (Homo sapiens), P61088; actives 0.47% (n = 330,000); in the data active = inhibition above about 45%, passing the limit was not always enough
Target sequence (P61088 whole entry, looked up): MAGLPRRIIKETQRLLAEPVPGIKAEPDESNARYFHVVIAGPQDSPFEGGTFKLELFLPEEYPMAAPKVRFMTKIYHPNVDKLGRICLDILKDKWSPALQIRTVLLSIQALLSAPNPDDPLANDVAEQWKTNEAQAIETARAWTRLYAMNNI
SENP7 inh: SENP7 protease inhibitors, primary screen, biochemical, luminescence, uHTS | Sentrin-specific protease 7 (Homo sapiens), Q9BQF6 | recombinant SENP7, Z-RLRGG-aminoluciferin luminescence, 40 min | inhibition, % at 5 µM | actives 1.5% (n = 330,000);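 active = inhibition above about 50% at the single test dose, limit read from the data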;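 note: plate controls were DMSO with enzyme for no effect and no enzyme buffer wells for full effect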
Target sequence (Q9BQF6 706-1050 limits assumed): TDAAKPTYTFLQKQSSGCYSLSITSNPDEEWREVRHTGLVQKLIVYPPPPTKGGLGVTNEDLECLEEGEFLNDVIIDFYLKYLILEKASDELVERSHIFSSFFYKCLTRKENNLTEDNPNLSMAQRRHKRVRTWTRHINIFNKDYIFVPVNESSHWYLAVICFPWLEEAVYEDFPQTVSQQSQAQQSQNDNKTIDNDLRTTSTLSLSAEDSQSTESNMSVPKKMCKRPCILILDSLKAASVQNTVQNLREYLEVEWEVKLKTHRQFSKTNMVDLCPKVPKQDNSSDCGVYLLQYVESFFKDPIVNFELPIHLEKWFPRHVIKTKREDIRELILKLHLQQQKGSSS
HKDC1 inhibitor: HKDC1 hexokinase inhibitors, primary screen, biochemical, fluorescence, uHTS | Q2TB90 | recombinant HKDC1, G6PDH/diaphorase resazurin coupled fluorescence | inhibition, % at 20 µM | actives 0.16% (n = 340,000);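 active = inhibition above about 35% when tested at 20 µM, limit read from the data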;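 note: plate controls were DMSO wells with enzyme for no effect and DMSO wells lacking enzyme for full effect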
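Test system: recombinant HKDC1 (HK5) hexokinase enzyme, produced in-house / Doses: 20 µM test compound, 1% DMSO / Timing: 90 min, room temperature / Detection: G6PDH/diaphorase-coupled fluorescence, 1 mM NADP, 100 µM resazurin, 525/613 nm / Control set: DMSO wells with and without enzyme mix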
beta cell repl: inducers of MIN6 beta-cell proliferation, primary screen, ATP luminescence, uHTS | MIN6 cells proliferation, ATPlite luminescence, 48 h; cells starved in 0.2% serum; 100% = growth in 10% serum | actives 0.29% (n = 330,000) | proliferation, % at 10 µM;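 active = compounds whose signal lies at least 3.5 SD above the mean of all wells on their plate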;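 note: 0% = DMSO-treated cells in low-serum medium and 100% = 10% serum control; some compounds called inactive have numbers as strong as hits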
* marks the source's active call; other numbers are inactive results.

Start of the data: the first 2 compounds (preview)
SMILES	SENP8 block-1	PfGluPho inh	SENP8 block-2	SENP1 FRET inh	SENP6 inh	UBC13 inh	SENP7 inh	HKDC1 inhibitor	beta cell repl
Cn1cnc(Sc2ncnc3nc[nH]c23)c1[N+](=O)[O-]	12.0	60.5*	-4.8	-0.5	-5.2	-4.9	-4.1	-8.2	-1.3
Cc1ccnc(NC(=O)C2CCC(CNc3c(N4CCCC4)c(=O)c3=O)CC2)c1 (stereo not given)	11.9	5.9	-10.4	5.5	0.7	-7.8	18.6	-6.2	0.4

The listing, previewed entries included:
SMILES	SENP8 block-1	PfGluPho inh	SENP8 block-2	SENP1 FRET inh	SENP6 inh	UBC13 inh	SENP7 inh	HKDC1 inhibitor	beta cell repl
Cn1cnc(Sc2ncnc3nc[nH]c23)c1[N+](=O)[O-]	12.0	60.5*	-4.8	-0.5	-5.2	-4.9	-4.1	-8.2	-1.3
Cc1ccnc(NC(=O)C2CCC(CNc3c(N4CCCC4)c(=O)c3=O)CC2)c1 (stereo not given)	11.9	5.9	-10.4	5.5	0.7	-7.8	18.6	-6.2	0.4
CCOc1ncccc1C(=O)Nc1ccc(S(=O)(=O)Nc2nccs2)cc1	13.4	-15.6	-1.7	-2.0	-1.1	-10.0	-3.8	-1.2	-0.7
COc1cc(S(=O)(=O)NC(C)C)ccc1Cl	7.5	-22.9	-5.9	3.0	-1.9	4.9	9.5	-4.8	-2.7
CN1CCN(S(=O)(=O)c2cccc(C(=O)Nc3cccc(S(N)(=O)=O)c3)c2)CC1	5.7	-14.5	-4.1	1.3	-21.5	-1.7	-6.0	1.9	-1.7
COc1ccc(CNC(=O)c2ccc(NC(=O)CC3SC(N4CCCCC4)=NC3=O)cc2)cc1 (stereo not given)	9.7	-12.6	0.5	4.1	-10.4	-2.3	11.0	3.4	-3.5
O=C(COCC(=O)NCc1ccccc1)NCc1ccccc1	0.2	1.1	0.5	3.7	-28.8	7.4	0.1	-10.6	-2.1
O=C(Cc1ccccc1F)Nc1ccccc1-c1ccccc1	14.3	6.5	-5.1	0.1	8.1	-14.2	-1.4	0.7	-0.2
CCOc1ccccc1N(CC(=O)Nc1cccnc1)S(C)(=O)=O	13.1	8.1	-10.2	1.1	-1.8	6.2	-5.3	-2.7	2.3
COc1ccc(N2CCN(C(=O)CCC(=O)N3CCOc4ccc(C)cc43)CC2)cc1	1.6	-1.8	3.6	-1.1	-0.3	8.4	-0.1	0.0	-0.7
O=C(CCCN1C(=O)c2cccnc2C1=O)Nc1ccc(F)cc1Cl	4.1	10.3	1.3	0.9	4.6	-1.4	2.2	-4.4	0.5
COc1ccccc1NC(=O)c1ccc2nc(C)c(C)nc2c1	12.8	-0.2	2.2	5.5	-11.3	-14.0	-4.0	-0.3	-2.1
Cc1onc(-c2ccccc2Cl)c1C(=O)NC(=S)Nc1ccc(C(C)(C)C)cc1	25.7	10.2	-0.4	3.5	-25.3	-0.7	-0.3	1.1	-5.5
CC1CCN(c2c(NCC3CCC(C(=O)NCc4ccccc4Cl)CC3)c(=O)c2=O)CC1 (stereo not given)	12.4	-8.5	-12.6	-0.1	-7.1	-0.3	-15.3	-4.5	-1.8
COc1cc(NC(=O)c2ccc(Cl)cc2Cl)ccc1NC(=O)c1cccs1	3.7	-5.7	-0.6	0.5	2.6	4.1	7.2	-3.7	-2.9
CCOc1ccccc1-n1c(C)nc2cc(C(=O)O)ccc21	-3.2	-6.8	-3.6	-0.6	0.8	18.1	0.1	3.6	2.4
Cc1ccc(C(=O)NCC(=O)OCC(=O)Nc2cc(S(=O)(=O)N3CCOCC3)ccc2C)cc1	6.2	-18.8	-20.6	1.9	-7.2	-0.8	-1.9	3.2	-0.5
COc1ccc(CN(C)CC(=O)Nc2ccc(SC(F)F)cc2)cc1OC	13.8	-4.2	3.2	0.6	6.1	-5.1	5.9	-2.7	-2.4
CCCCN(c1ccccc1)c1ncnc2nc[nH]c12	1.0	5.6	0.6	-2.1	-8.4	5.4	-3.8	-7.0	0.5
COc1cc(SC)ccc1C(=O)Nc1nc(C)cc(C)n1	2.0	-17.9	-4.3	-0.9	-1.6	7.0	9.8	-4.6	-4.5
O=C(CN1C(=O)NC2(CCOc3ccccc32)C1=O)c1ccc(Br)cc1 (stereo not given)	2.2	5.2	2.4	2.3	-4.1	4.6	1.5	-2.2	-3.0
O=C(O)Cn1cc(/C=N/NC(=O)c2cc3cc(Br)ccc3o2)c2ccccc21	-266.1	-17.4	-8.4	-17.0	-12.7	-8.3	-6.2	3.1	-3.7
CC(=O)Nc1ccc(S(=O)(=O)N2CCc3ccccc3C2CC(=O)O)cc1 (stereo not given)	11.6	5.9	2.9	1.2	-13.8	8.3	5.1	-3.8	-2.5
O=C(CNC(=O)c1ccc(Br)cc1)c1ccc(Br)cc1	20.3	-2.6	-7.1	1.2	6.7	0.1	-1.8	-5.3	-1.8
CC1(C)CC(=O)c2cnc(NC(=O)C3CCCC3)nc2C1	23.3	-0.8	-7.4	-1.4	-3.0	-7.8	-9.4	4.3	-1.8
Cc1csc(CCc2nc(C)cs2)n1	19.8	7.8	-6.2	-4.2	9.5	-1.0	-7.8	-6.3	-1.7
CCOc1cc2c(cc1OCC)C(c1ccc(C(=O)O)cc1)NCC2 (stereo not given)	9.5	-11.6	1.5	0.9	16.9	-0.7	5.2	3.3	-3.6
O=C(CSc1ncccn1)Nc1ccc2c(c1)OCO2	-1.6	4.9	7.6	-2.8	15.9	0.3	-4.0	3.6	-3.3
O=C1CN(C(=O)COC(=O)Cc2ccccc2F)c2ccccc2N1	-1.5	-0.5	3.5	-12.1	8.5	8.7	8.7	-0.3	-2.4
CC(C(=O)Nc1ccccc1)N(c1cccc(Cl)c1)S(C)(=O)=O (stereo not given)	11.3	-7.4	8.5	2.4	-6.1	6.2	0.5	-1.1	2.0
COc1ccc(C2=NS(=O)(=O)N(C)C(C(=O)NCc3ccccn3)=C2)cc1OC	-73.8	-24.4	-13.1	-2.1	-1.4	-5.3	-14.6	4.7	2.5
CC1C(c2ccccc2)N(C)C(c2ccccc2)CC1(O)c1ccccc1 (stereo not given)	12.3	10.6	-6.0	3.8	-16.8	5.6	-7.3	-3.3	-6.6
O=C(Nc1ccc2c(c1)OCCO2)c1ccc(Br)o1	19.7	23.8	55.3*	0.5	77.0*	-10.9	73.8*	-3.8	0.0
O=C(Nc1ccc(NC(=S)NC(=O)c2cccs2)cc1)c1ccccc1	12.1	1.8	-2.7	0.1	-3.6	-2.8	-1.4	-7.1	-1.0
O=C1NCC(O)=C1C=Nc1ccccc1O	-16.9	-29.9	4.4	4.8	-29.1	-2.7	-3.4	10.7	-4.0
O=C(Cc1csc(-c2ccccc2)n1)NCc1cccs1	-2.7	10.3	-6.3	-2.5	-4.7	-8.6	-6.6	-3.0	-3.3
CSc1ccc(Cl)c(C(=O)Nc2ccc(Cl)cn2)c1	6.7	9.4	-6.9	2.8	-12.1	6.8	-6.1	-2.0	-0.4
Cc1cc(C(=O)NNC(=O)c2ccc(C)s2)c(C)o1	-0.6	-14.4	-7.9	2.8	-15.3	4.0	6.5	-0.8	-4.3
NNS(=O)(=O)c1ccc2c(c1)Cc1cc(S(=O)(=O)NN)ccc1-2	-3.5	-2.3	-3.6	0.9	-22.2	-6.9	-6.6	-1.8	-0.8
O=C(c1ccco1)N1CCN(C(=O)c2ccc(-c3ccccc3Cl)o2)CC1	10.0	-11.8	-10.2	0.3	22.3	10.0	-0.1	-2.5	0.5
CCCC(=O)Nc1c2c(nn1-c1ccccc1)CSC2	14.5	5.7	2.6	2.4	-6.6	3.4	-6.4	-4.2	4.4
CCN(CC)C(=O)COc1ccc(S(=O)(=O)N2CCCC2)cc1	3.8	4.0	-5.0	-2.5	9.0	10.2	-0.7	-7.2	-2.2
CCN(CC)S(=O)(=O)c1cccc(C(=O)N/N=C/c2cccc(O)c2O)c1	23.2	-14.1	0.2	29.0	3.3	-21.7	11.5	-11.7	0.0
CCN(CC)C(=O)C1CCCN(C(=O)Nc2ccc(NC(=O)N3CCCC(C(=O)N(CC)CC)C3)cc2)C1 (stereo not given)	21.1	10.3	-3.3	-0.6	-2.3	-12.3	12.9	-5.5	0.6
Cc1cccc(OC(C)C(=O)Nc2cc(Cl)ccc2-n2cncn2)c1 (stereo not given)	7.7	-2.2	-0.2	-1.1	8.6	4.9	-3.5	-2.3	-2.3
CCCCOC(=O)C[N+](C)(C)CCOC1CC2CCC1(C)C2(C)C (stereo not given)	11.1	-6.6	3.4	2.8	4.2	27.4	4.0	17.1	-5.2
CCOc1ccc2nc(NC(=O)CSc3nc4cccnc4n3C)sc2c1	9.4	11.1	-0.3	0.6	-4.2	19.5	-1.2	-2.0	-3.8
COc1cc(NC(=O)CSc2nnc(-c3ccncc3)o2)cc(OC)c1OC	0.0	18.0	2.2	1.5	6.0	1.6	-0.2	-0.3	-3.3
COc1ccc(S(=O)(=O)NCC(=O)N(CC(=O)NCC2CCCO2)c2cc(C)ccc2C)cc1 (stereo not given)	20.6	-18.9	2.5	1.4	0.2	1.2	0.2	-5.3	1.6
Oc1ccccc1C=NCCCCCCN=Cc1ccccc1O	9.1	-17.2	58.6*	-7.2	69.3*	-4.5	-3.2	-0.2	-1.2
O=C(O)c1ccc(Cl)c(S(=O)(=O)N(Cc2ccccc2)c2ccccc2Cl)c1	17.0	-47.0	16.4	-0.8	-3.8	-1.4	-0.4	3.3	-5.5
Cc1cccnc1NC(=O)c1ccc(S(=O)(=O)N2CCC(C)CC2)cc1	1.7	-12.6	2.4	1.4	-10.6	-7.4	-0.9	-0.3	3.5
S=c1[nH]nc(-c2ccccn2)n1/N=C/c1cccc(Cl)c1	1.0	29.3	-11.2	2.8	-19.5	-16.7	-0.7	-11.4	0.4
COc1ccccc1N1CCN(CC(=O)Nc2sccc2C#N)CC1	-3.6	5.1	-13.3	-29.2	-6.3	-3.3	-2.2	-6.5	0.0
CC(=O)Nc1ccc(NC(=O)c2ccco2)cc1	12.3	5.5	-5.2	-1.6	-3.6	1.7	-2.8	2.5	-1.0
CN(CC(=O)NCc1ccco1)S(=O)(=O)c1ccc2c(c1)c(=O)n(C)c(=O)n2C	13.8	15.1	-0.4	-0.9	2.6	7.0	1.6	0.7	-3.0
Cc1c(Br)c(C(F)(F)F)nn1CC(=O)NCCCn1ccnc1	22.9	2.7	4.5	4.3	9.6	-6.3	10.2	-4.1	-1.2
Cc1ccc(C(C[N+](=O)[O-])c2c(N)n(C)c(=O)n(C)c2=O)cc1 (stereo not given)	15.4	15.8	-0.7	-0.6	4.8	-8.6	-1.2	0.3	-3.9
